# Bioassay records: PubChem, Sanford-Burnham Center for Chemical Genomics
# Hsp70 inhibitors: Hsp70 inhibitors, probe displacement, primary screen, biochemical, fluorescence polarization (AID 583) | Heat shock 70 kDa protein 1A (Homo sapiens) | Hsp70 fluorescence polarization probe displacement, mP; higher % means a stronger effect | 140,000 tested, 0.06% active | one-dose displacement, % at 20 µM; IC50 in µM for titrated hits; in the data active = displacement above about 50%;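 also: plate controls were vehicle for no effect and reference ligand for full effect; a part of the inactive calls stands beside numbers as strong as those of hits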
# MKP-3 inhibition: MKP-3 phosphatase inhibitors, primary screen, biochemical, rat enzyme, in vitro (AID 425); Dual specificity protein phosphatase 6 (Rattus norvegicus); recombinant MKP-3 phosphatase activity, fluorescence; higher % means a stronger effect; inhibition, % at 20 µM, or IC50 in µM where a hit was titrated; 110,000 tested, 0.17% active; in the data active = inhibition above about 50%;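 also: plate controls were vehicle for no effect and reference inhibitor for full effect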
# * marks the source's active call; other numbers are inactive results; x = no result given; & = joins results of further samples. Some of the compounds tested; rates above refer to the full screens.
Hsp70 inhibitors	MKP-3 inhibition	Compound
4.1%	2.7%	Cc1onc(-c2ccccc2Cl)c1C(=O)Nc1ccc(S(=O)(=O)Nc2ncccn2)cc1
-3.9%	0.8%	O=C(Cc1ccccc1)Nc1nnc(CCc2ccccc2)s1
2.2%	-2.9%	COc1ccc(OC)c(-c2cc(C(=O)N3CCCc4ccccc43)no2)c1
-3.4%	-2.9%	COC(=O)c1[nH]c2cc(C)ccc2c1NC(=O)CN1CCN(c2ccccc2OC)CC1
2.0%	-1.4%	COCCNCCOc1c(Cl)cccc1Cl
-5.3%	0.6%	Cc1cc(Nc2nc3ccccc3[nH]c2=O)n(-c2ccccc2)n1
-8.1%	2.4%	O=c1c2ccccc2ncn1Cc1ccco1
0.6%	-11.8%	Cc1ccc(OCCC(=O)Nc2c(C)n(C)n(-c3ccccc3)c2=O)cc1
-1.7%	-7.4%	CCCc1cc(=O)oc2cc(C)cc(OCc3nn[nH]n3)c12
-4.9%	6.1%	CC(C)(O)C#Cc1ccc(C(=O)OCC(=O)c2ccc([N+](=O)[O-])cc2)cc1
-1.4%	-0.6%	COc1ccc(CC(=O)Nc2ccc(Cl)cc2)cc1OC
-0.1%	0.7%	CCOC(=O)CNS(=O)(=O)c1cc(Cl)ccc1Cl
-0.1%	1.5%	Cc1ccc(N2C(=O)C3ON(c4ccccc4)C(c4ccncc4)C3C2=O)cc1 (centres undefined)
0.5%	2.4%	O=S(=O)(c1ccc(Cl)cc1Br)N1CCCCC1
-2.3%	-4.2%	Cc1[nH]c2ccccc2c1/C=C(/C#N)C(=O)Nc1cccc(Br)c1
-2.1%	-11.3%	CC1(C)SC2c3ccccc3C(=O)N2[C@@H]1C(=O)NCCCN1CCOCC1 (some centres undefined)
-1.0%	1.9%	COc1ccc(OC)c(C2/C(=C(\O)c3ccc(C)cc3)C(=O)C(=O)N2CCCC(=O)O)c1 (centres undefined)
-3.6%	5.3%	CCOc1ccc(C(=O)Nc2ccc(-c3nc4ccccc4s3)cc2)cc1[N+](=O)[O-]
6.3%	6.0%	O=C(Nc1ccc(F)c([N+](=O)[O-])c1)c1cnccn1
11.0%	-1.3%	O=c1/c(=C\c2ccccc2C(F)(F)F)sc2nc3ccccc3n12
4.6%	0.1%	CCSc1nc2sc3c(c2c2nncn12)CCN(C)C3
3.5%	-13.3%	COc1ccc(Cl)cc1N1C(=O)C2CCCN2C1c1ccc(F)cc1 (centres undefined)
2.0%&3.1%	2.0%	CC(=O)CC(=O)Nc1ccn(-c2ccccc2)n1
-4.0%	-3.1%	O=C1C(Cl)=C(Nc2ccccc2O)C(=O)N1c1ccccc1
3.3%	3.3%	Cc1cc(C)nc(N(C#N)CN2C(=O)c3ccccc3C2=O)n1
-4.3%	-0.9%	CC1=C(C(N)=O)C(c2cccc(OCc3ccccc3)c2)n2nnnc2N1 (centres undefined)
-0.1%	-0.3%	COc1nc(Nc2ccc(I)cc2)nc(OC)n1
2.3%	x	O=C(c1sc2ccccc2c1Cl)N(Cc1ccccc1Cl)C1CCS(=O)(=O)C1 (centres undefined)
1.9%	2.4%	O=C(COc1cccc2ccccc12)NNC(=O)C1CCCO1 (centres undefined)
1.2%	-4.4%	O=C(NCCNC(=O)C(F)(F)F)c1ccncc1
-1.1%	8.1%	O=C(CN(c1cccc([N+](=O)[O-])c1)S(=O)(=O)c1ccccc1)NCCSCc1ccccc1Cl
-1.5%	-1.8%	O=C(O)c1ccccc1-c1ccccc1/C=N/O

# A second format for some results above.
Molecule	Hsp70 inhibitors	MKP-3 inhibition
O=C(c1sc2ccccc2c1Cl)N(Cc1ccccc1Cl)C1CCS(=O)(=O)C1 (centres undefined)	2.3%	x
O=C(COc1cccc2ccccc12)NNC(=O)C1CCCO1 (centres undefined)	1.9%	2.4%
O=C(NCCNC(=O)C(F)(F)F)c1ccncc1	1.2%	-4.4%
O=C(CN(c1cccc([N+](=O)[O-])c1)S(=O)(=O)c1ccccc1)NCCSCc1ccccc1Cl	-1.1%	8.1%
O=C(O)c1ccccc1-c1ccccc1/C=N/O	-1.5%	-1.8%

# Random excerpt: six compounds from above
Hsp70 inhibitors	MKP-3 inhibition	Compound
3.3%	3.3%	Cc1cc(C)nc(N(C#N)CN2C(=O)c3ccccc3C2=O)n1
-1.5%	-1.8%	O=C(O)c1ccccc1-c1ccccc1/C=N/O
2.3%	x	O=C(c1sc2ccccc2c1Cl)N(Cc1ccccc1Cl)C1CCS(=O)(=O)C1 (centres undefined)
-1.1%	8.1%	O=C(CN(c1cccc([N+](=O)[O-])c1)S(=O)(=O)c1ccccc1)NCCSCc1ccccc1Cl
-4.3%	-0.9%	CC1=C(C(N)=O)C(c2cccc(OCc3ccccc3)c2)n2nnnc2N1 (centres undefined)
-0.1%	-0.3%	COc1nc(Nc2ccc(I)cc2)nc(OC)n1

# Going on with the list:
Hsp70 inhibitors	MKP-3 inhibition	Compound
2.1%	-6.6%	COC(=O)c1sc(NC(=O)C2CCCO2)c(C(=O)OC)c1C (centres undefined)
2.3%	-0.1%	O=C1NC(=S)N(c2ccc(F)cc2)C(=O)/C1=C/c1ccc(F)cc1
8.8%	-1.7%	O=[N+]([O-])c1ccccc1S(=O)(=O)Nc1cc(C(F)(F)F)ccc1Cl
0.9%	-5.7%	Cc1ccc(-n2ncc3c(NCc4cccnc4)ncnc32)c(C)c1
-0.8%	1.9%	CC1(C)CC(N2CN(C3CCCCC3)CC2=O)CC(C)(C)N1
-0.7%	4.1%	Cc1cc(C)c2c(c1)-c1c(ssc1=S)C(C)(C)N2C(=O)CSc1nncn1C
-1.0%	x	COc1ccc(OC)c(S(=O)(=O)Nc2ccc(C(C)=O)cc2)c1
7.8%	-2.0%	COC(=O)Cc1c(C)c2ccc(OCC(=O)N3CCOCC3)cc2oc1=O
17.8%	-7.5%	CC(C)c1ccccc1N1CC(C(=O)O)CC1=O (centres undefined)
1.1%	6.7%	O=C(NCCN1CCN(c2ccccc2F)CC1)c1cccn2c(=O)c3ccccc3nc12
-1.2%	11.6%	COc1ccc(CNC(=O)c2cc(-c3ccco3)on2)cc1
1.8%	2.2%	O=C(Nc1nc2ccccc2n1CCOc1ccccc1)c1ccccc1
-1.4%	-7.7%	O=C(CN1CCOCC1)Nc1ncc(Br)cc1Br
2.1%	-8.4%	C=COCCNC(=O)C1CC(=O)N(c2ccc(C)cc2)C1 (centres undefined)
0.2%	2.9%	COc1ccc(C2/C(=C(\O)c3ccc(C)cc3)C(=O)C(=O)N2c2ncc(S(=O)(=O)c3ccc([N+](=O)[O-])cc3)s2)cc1 (centres undefined)
2.7%	1.5%	COc1ccc(Nc2cc(C)nc3nc(C)nn23)cc1Cl
-2.8%	x	CCCCN(C)C(=O)C1CCN(Cc2ccc(OCc3ccccc3)cc2)CC1
2.4%	0.4%	O=[N+]([O-])c1ccc(F)c(NS(=O)(=O)c2ccccc2)c1
4.0%	-4.5%	O=C(C1CCC1)N1CCc2cc(S(=O)(=O)Nc3ccc4c(c3)OCO4)ccc21
3.0%	1.2%	O=C(Nc1cc(C(F)(F)F)cc(C(F)(F)F)c1)c1ccc([N+](=O)[O-])cc1Cl
0.8%	-10.3%	Cc1ccnc2nc(C(=O)N3CCN(S(=O)(=O)c4ccccc4)CC3)nn12
3.5%	1.1%	O=C1CC(=O)N(Cc2ccccc2)CCN1Cc1ccccc1
3.2%	-0.7%	Nc1c(C(=O)C2CC2)sc2nc3c(cc12)CCCC3
-1.1%	3.2%	CC(C)C(c1nnnn1Cc1ccccc1)N1CCc2ccccc2C1 (centres undefined)
4.8%	-4.4%	CC(=O)Nc1sc2c(c1C(=O)Nc1ccc(Br)cc1)CCCC2
-5.2%	2.0%	O=C(NCC1CCCO1)c1cnn2c1NC(c1ccc(Br)cc1)CC2C(F)(F)F (centres undefined)
1.2%	x	O=C(CN1CCCCC1)N1c2ccccc2Sc2ccc(C(F)(F)F)cc21
1.5%	x	CCOc1ccc(NC(=O)C2CCCN(C(=O)NCc3ccccc3)C2)cc1 (centres undefined)
-4.0%	2.7%	CCn1ncc(Cl)c1C(=O)Nc1cc(Cl)ccc1Cl
-1.9%	-5.1%	Cn1c(N2CCC(C(N)=O)CC2)nc2c1c(=O)n(Cc1cccc(Br)c1)c(=O)n2C
-2.8%	-1.7%	COC(=O)C(C)N(c1ccc(OC)cc1)S(C)(=O)=O (centres undefined)
-1.1%	-1.1%	COc1ccc(OC)c(S(=O)(=O)N(C)CC(=O)Nc2cc(Cl)ccc2OC)c1
2.1%	-1.9%	CCOC(=O)c1ccc(NC(=O)NCc2ccncc2)cc1
-4.3%	-3.9%	O=C(c1ccccc1-c1ccccc1)N1CCCC1
-1.8%	3.4%	CCOC(=O)c1ccc(NC(=O)Cc2ccc(Cl)cc2)cc1
3.7%	0.1%	CN1CCO/C1=C(C#N)\C=C1/C(=O)N(c2c(Cl)cccc2Cl)c2ccccc21
0.5%	-15.7%	Cc1ccccc1-n1c(SCC(=O)N2CCN(c3ccccc3)CC2)nnc1-c1ccncc1
-0.2%	x	CCOC(=O)CCCc1c[nH]c2ccccc12
-2.3%	-7.2%	CSc1ccc(-c2nnn(Cc3ccccn3)n2)cc1
3.1%	-5.8%	O=C(O)C1CC=CCC1C(=O)Nc1cccc(Cl)c1Cl (centres undefined)
-2.6%	-2.7%	Nn1c(COc2ccccc2)nnc1SCC(=O)O
-0.8%	-2.3%	O=C(CSc1nnnn1Cc1ccccc1)NCC(=O)c1ccccc1
6.8%	1.0%	CCN(Cc1ccccc1)C(=O)c1ccccc1[N+](=O)[O-]
2.2%	-11.1%	c1ccc(Cn2ccnc2SCc2nnc(-c3ccccc3)o2)cc1
-6.2%	-2.4%	CCOC(=O)c1c(NC(=O)c2cccs2)sc(C(=O)N2CCOCC2)c1C
-4.8%	-1.1%	O=C(c1ccc(-c2ccccc2)cc1)N1CCN(CCN2C(=O)c3cccc4cccc(c34)C2=O)CC1
-1.1%	-13.9%	COc1ccc(N=c2oc3cc(O)ccc3cc2C(=O)NCC2CCCO2)cc1 (centres undefined)
1.4%	2.6%	CCOc1cc(C(=S)N2CCCCC2)cc(Br)c1O
1.8%	-11.4%	O=C(NCCC1=CCCCC1)C1CCCN(S(=O)(=O)c2cccc3cccnc23)C1 (centres undefined)
-4.5%	1.7%	CC(C)(C)c1ccc(OCCNC(=O)/C=C/c2ccccc2)cc1
6.2%	2.1%	CCCCn1nnc(NC(=O)c2sc3cc(Cl)ccc3c2Cl)n1
0.2%	-13.7%	CCN(c1cccc(C(F)(F)F)c1)S(=O)(=O)c1ccc2c(c1)CCN2C(=O)C1CC1
1.2%	5.5%	C=Cc1ccc(COc2ccc3c4c(c(=O)oc3c2)CCC4)cc1
-1.8%	x	Cc1[nH]c2ccccc2c1Cc1nnc(SCCC#N)o1
-9.5%	4.9%	O=C(NCc1ccccc1)C1CC(=O)N(c2ccc(Br)cc2)C1 (centres undefined)
-4.8%	10.6%	COc1ccc(N2C(=O)/C(=C/c3ccc(Br)o3)SC2=S)cc1

# More entries.
Hsp70 inhibitors	MKP-3 inhibition	Compound
-3.0%	3.5%	Cc1cc(-n2nc(C)cc2C)nc(NS(=O)(=O)c2ccccc2)n1
3.1%	0.4%	Cc1ccc(C(=O)O)cc1N1C(=O)c2ccc(Oc3ccc([N+](=O)[O-])cc3)cc2C1=O
-1.4%	-3.2%	O=C(Nc1cccc(Br)c1)c1ccccc1[N+](=O)[O-]
6.3%	x	O=c1c(Cl)c(N2CCCCC2)cnn1-c1nc2ccccc2[nH]1
-3.7%	x	CCOC(=O)C1=C(C)N=c2sc(=C(C)C)c(=O)n2C1c1ccc(N(C)C)cc1 (centres undefined)
5.9%	-1.3%	COC(=O)C1=C(C)N=c2s/c(=C\c3ccc(OC)cc3OC)c(=O)n2C1c1ccccc1 (centres undefined)
-1.5%	x	CCOC(=O)c1[nH]c2ccccc2c1N=CN(C)C
1.7%	x	COc1ccc(C(C#N)N2CCOCC2)cc1 (centres undefined)
-0.3%	-13.0%	CCc1ccc(N2CCCn3c2nc2c3c(=O)n(CCN3CCOCC3)c(=O)n2C)cc1
5.3%	-7.7%	CCn1c2ccccc2c2nc3cc(OC)c(OC)cc3nc21
-2.2%	-5.5%	Cn1c(OCc2ccco2)nc2c1c(=O)n(Cc1ccc(Cl)c(Cl)c1)c(=O)n2C
2.8%	-8.1%	COc1ccc(C(C#N)C2(C)OCCO2)cc1OC (centres undefined)
3.2%	-1.7%	Cc1ccccc1N(CC(=O)NCc1ccncc1)S(=O)(=O)c1ccccc1
-0.8%	-4.9%	COc1ccc(N(CC(=O)NC(C)C)S(C)(=O)=O)c(OC)c1
3.3%	-0.7%	O=C(Nc1ccc(-c2ccc(NC(=O)c3cccnc3)c(Cl)c2)cc1Cl)c1cccnc1
-1.7%	2.2%	O=C(CCC1CCCC1)Nc1c(F)c(F)c(F)c(F)c1F
x	4.4%	O=C(O)c1cc(O)ccc1NC(=O)C(c1ccccc1)c1ccccc1
1.5%	4.7%	O=C(CSCC(=O)Nc1ccc2ccccc2c1)Nc1ccc(F)cc1
3.7%	-6.0%	Cc1cc(NC(=O)CSc2nc3c(c(=O)n(C)c(=O)n3C)n2C(C)C)no1
3.1%	0.3%	COc1cccc(CNC(=O)C2CCN(S(=O)(=O)c3cccc4cccnc34)CC2)c1
1.2%	4.1%	O=C(COC(=O)c1ccccc1C(F)(F)F)c1ccc(-c2ccccc2)cc1
-1.3%	0.7%	CC1CCN(Cc2nc(-c3ccccc3)no2)CC1
-4.7%	-7.2%	O=S(=O)(NCC1CC1)c1cccc(S(=O)(=O)N2CCCC2)c1
-3.4%	3.1%	CCC(=O)Nc1ccc(NC(=O)COc2cc(C)ccc2C(C)C)cc1
-1.9%	-6.3%	COc1ccccc1Nc1nc(N)nc(-c2cc3ccccc3o2)n1
x	-6.0%	Cc1ccc(NC(=O)Cc2nn(C)c(=O)c3ccccc23)cc1F
2.0%	0.7%	NC(=O)C1CCN(C(=O)c2ccccc2Br)CC1
